# TTR transcr act = increases transthyretin transcription; actives 1.3% (n = 92,000); activation, % at 16.7 µM; SH-SY5Y TTR promoter Gaussia luciferase, luminescence; 100% = recombinant luciferase protein wells;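 active = activation above the mean of all tested compounds plus 3 SD, cut at about 9.5% in these data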;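 also: cells exposed to compounds for one day before reading; 0% = median of all test compound wells on the plate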
# Active calls of the source: *.
SMILES,TTR transcr act
CCOc1cc(/C=C/c2nc3cc(C)c(C)cc3s2)ccc1OCC(=O)N1CCOCC1,-0.5
CC(=O)NCCC(=O)N1CCCC(N(C)CCc2ccccc2)C1 (configuration not stated),2.0
NC(=S)Nc1cccc(O)c1,2.5
COc1ccc([N+](=O)[O-])c(OC)c1C(=O)Nc1ccc(F)cc1F,-1.1
O=C(CN1C(=O)C2CCCCC2C1=O)Nc1nccs1 (configuration not stated),0.2
CCn1c(SCC(=O)NCCc2ccc(Cl)cc2)nnc1-c1cccs1,-2.3
CCOC(=O)c1sc2nc(CC(=O)OC)nc(NCCN3CCOCC3)c2c1C,-1.4
CC(Oc1ccc([N+](=O)[O-])cc1)C(=O)NCCCN1CCOCC1 (configuration not stated),0.5
Cc1ccc(CCNC(=O)C2CCN(S(=O)(=O)c3c(C)nn(C)c3C)CC2)cc1,-0.2
COc1cccc(CN2CCN(CC#Cc3ccccc3)CC2CCO)c1 (configuration not stated),-0.4
CCN1C(=O)[C@H]2[C@@H](c3ccc(C)cc3)N3C(=O)N(c4ccc(OC)cc4)C(=O)[C@@]3(Cc3ccc(Cl)cc3)[C@H]2C1=O,-2.1
NC(N)=N/N=C/c1cccc([N+](=O)[O-])c1O,-0.7

# Next part, overlapping the part above by 2 compounds.
SMILES,TTR transcr act
CCN1C(=O)[C@H]2[C@@H](c3ccc(C)cc3)N3C(=O)N(c4ccc(OC)cc4)C(=O)[C@@]3(Cc3ccc(Cl)cc3)[C@H]2C1=O,-2.1
NC(N)=N/N=C/c1cccc([N+](=O)[O-])c1O,-0.7
Cc1ccc(NC(=S)NCCN2CCOCC2)cc1C,2.1
S=C(NCCSCc1ccc(Cl)cc1)Nc1ccccc1,-0.1
O=C(CCCCCn1c(=O)[nH]c2ccccc2c1=O)NCCc1c[nH]c2ccccc12,0.1
CC1CCN(c2nc(N(C)c3ccccc3)nc(N)c2[N+](=O)[O-])CC1,-1.1
O=C(COC(=O)c1ccc([N+](=O)[O-])o1)Nc1cccc(S(=O)(=O)N2CCOCC2)c1,-1.1
O=C(CCNS(=O)(=O)c1cccc2nonc12)N1CCN(c2cccc(Cl)c2)CC1,-4.4
COc1cc2c(cc1OC)CN(C(=O)c1ccc(Br)o1)CC2,0.3
CCCCn1c(N)c(Br)c(=O)[nH]c1=O,-0.3
Cc1ccccc1N1CCN(CC(=O)Nc2nccs2)CC1,0.9
COc1ccc(Sc2nnc(-c3ccccc3)cc2C#N)cc1,10*
Cc1ccc(OCCSc2nc3ncnc(N)c3[nH]2)cc1,2.3
COc1ccc(Cn2c(-c3ccc(C)cc3)c[n+]3ccccc23)cc1,-5.9
O=C(Nc1ccc(Oc2cccnc2)cc1)C1CCN(Cc2cccc(Cl)c2)CC1,-1.9
CC1(C)Oc2cc3oc(-c4cc(O)cc(O)c4)cc3cc2CC1O (configuration not stated),1.1
Cc1c(NC(=O)CSc2nc3c(cnn3-c3ccccc3)c(=O)[nH]2)c(=O)n(-c2ccccc2)n1C,-2.1
Cc1noc(C)c1COC(=O)COc1ccc2c(C)cc(=O)oc2c1,-0.1
COC(=O)c1ccccc1NC(=O)c1nc2nc(C)cc(C(F)F)n2n1,9.8*
OC(c1ccc2ccccc2c1)c1ncc(-c2ccc(C(F)(F)F)cc2)[nH]1 (configuration not stated),-0.1
CC1(c2nnnn2-c2ccc(F)cc2)CCCC(=O)N1CCc1c[nH]c2ccccc12 (configuration not stated),-0.3
Cc1cc(C)n(C(=O)c2ccc([N+](=O)[O-])cc2[N+](=O)[O-])n1,5.4
Cc1ccc(NC(=O)COC(=O)CN2CCCCCC2=O)cc1C,-1.6
Cc1cccc(C)c1OCC(=O)N=Nc1c(O)[nH]c2ccc(Br)cc12,-1.4
CC1CN(c2ncnc3c2cnn3-c2ccc(Cl)cc2)CC(C)O1 (configuration not stated),8.0
Cc1c(C)n(Cc2ccc(F)cc2)c2ccc(C(=O)NCCN3CCOCC3)cc12,-1.0
COc1ccc(OC)c(N2CC(O)(c3ccccc3)[N+]3=C2SCCC3)c1 (configuration not stated),-0.7
Cc1ccc(C)n1-c1ccccc1N1CCCCC1,1.8
O=C(CN1C(=O)c2ccccc2C1=O)OCC(=O)N1CCN(c2ccccc2)CC1,-1.6
Cc1csc2ncc(C(=O)Nc3ccc(C(F)(F)F)cc3)c(=O)n12,0.2
O=C(CSc1nnc2sc3ccccc3n12)NCc1ccco1,2.6
NS(=O)(=O)c1ccc(NC(=O)COC(=O)CCC2CCCCC2)cc1,1.9
CCOc1ccc(-n2c(=O)cc(N3CCN(c4ccccc4)CC3)[nH]c2=O)cc1,-0.8
CCN(CC)CCCNC(=O)C(C)n1nc(C)c2sc3ccccc3c2c1=O (configuration not stated),4.1
COc1ccc(C(=O)Nc2cc(C)cc(C)c2)cc1S(=O)(=O)N1CCOCC1,2.6
C/C=C/C=N/Nc1nc(C)cc(=O)[nH]1,0.6
O=C(COc1ccc(Cl)cc1Br)NCC(c1ccco1)N1CCCC1 (configuration not stated),0.8
CC(C)C[C@H]1CN([C@@H](Cc2ccc(O)cc2)CN2CCCC2CN2C(=S)NC[C@@H]2Cc2ccccc2)C(=S)N1CC1CCCCC1 (some centres not stated),-1.4
O=C(Nc1nc2ccccc2n1CCN1CCOCC1)c1cn(-c2ccccc2)nc1-c1ccccc1,-0.7
O=C(NCC1CC1)c1cc2c(c(-c3cccc(-c4ccccc4F)c3)n1)[C@H](CCO)N(C(=O)CC1CC1)C2,-2.0
COCCn1c(-c2ccccc2)nc2oc3ccccc3c(=O)c2c1=O,-0.3
O=C(N1CCN(Cc2ccc3c(c2)OCO3)CC1)C(Cl)(Cl)Cl,-0.5
Clc1cccc(Cl)c1CO/N=C/c1cccs1,0.6
CC(C)(C)NC(=O)CN(Cc1ccccc1)S(=O)(=O)c1ccccc1,-0.2
CC1NC(=O)NC1CCCCC(=O)O (configuration not stated),-0.5
CCOc1[nH]n(-c2ccccc2)c(=O)c1C=NCC(=O)OC,0.8
O=C(CCCOc1ccc(Cl)cc1Cl)N/N=C/c1ccc(Cl)cc1,0.6
Cc1cc(C)n2nc(SCC(=O)N3CCN(c4ccc(F)cc4)CC3)nc2n1,1.7
O=C(COC(=O)C(Cc1ccccc1)NC(=O)c1ccco1)NC1CC1 (configuration not stated),-1.0
O=C(Nc1cccc(Cl)c1)Nc1ccc2c(c1)C(=O)OC2,2.1
CNC(=O)Cn1nc(-c2ccc(C)c(S(=O)(=O)N(C)C)c2)c2ccccc2c1=O,-1.5
Cc1c(C(=O)O)cccc1-c1ccc(/C=N/n2cnnc2)o1,0.7
CCOC(=O)c1nnn(-c2nonc2NC(C)=O)c1C,-0.6
COC(=O)c1ccc(NC(=O)Nc2ccc(F)c(Cl)c2)cc1,-1.3
CC(C)N(Cc1nc(-c2ccc(Cl)cc2)no1)C(=O)/C=C/c1ccccc1,0.0
O=C(/C=C/c1ccccc1Cl)c1ccc(O)cc1,-1.9
COc1ccccc1N1CCN(C(=O)CSc2nc3ccccc3o2)CC1,-0.6
CS(=O)(=O)N(CC(=O)Nc1ccccc1C(=O)NCc1ccco1)c1ccc2c(c1)OCCO2,7.3
O=C(Oc1ccc2c(=O)c(Oc3ccc4ccccc4c3)coc2c1)c1cncc(Br)c1,0.2
COc1cccc(NC(=O)CN(C)C(=O)CCNS(=O)(=O)c2ccc(C)cc2)c1,2.6
Cc1ccc(-c2ccc(SCC(=O)N3CCN(c4ccccc4)CC3)nn2)cc1,-0.9
NC(=O)C(NN=C(c1ccccc1)c1ccccc1)c1ccccc1 (configuration not stated),-1.0

# (more compounds)
SMILES,TTR transcr act
CC(C)CC1NC(=O)c2ccc(Cl)cc2-n2c1nc1cc(F)ccc1c2=O (configuration not stated),6.6
CCC(Sc1nccn1C)C(=O)Nc1nnc(C)s1 (configuration not stated),-1.4
O=C(Cc1ccc(S(=O)(=O)N2CCOCC2)s1)Nc1cc(C(F)(F)F)ccc1N1CCCC1,0.0
C#CC(C)(CC)NC(=O)c1cc2cccc(CC=C)c2oc1=O (configuration not stated),2.7
CCc1ccccc1NC(=O)N[C@@H](C)C(=O)O,-0.1
Cc1c(NC(=O)COc2ccc3ccccc3c2)c(=O)n(-c2ccccc2)n1C,-3.0
Cc1nn(C)cc1CN(C)Cc1c(C(=O)N(C)Cc2ccccc2)nc2ccccn12,0.6
O=C(Nc1ccc2oc(=O)ccc2c1)c1cc2ccccc2o1,-2.1
COc1cc(CNc2ccc(N3CCCC3)cc2)ccc1OCc1ccccc1,0.0
Cc1cccc(C(=O)N/N=C/c2coc3ccccc3c2=O)c1,0.2
COc1cccc2[nH]c(C(=O)NN)c(N)c12,0.3
Cc1cccc(NC(=O)C2CCCN(S(=O)(=O)c3cccc4nsnc34)C2)c1 (configuration not stated),-0.5
CCOC(=O)C(C(=O)OCC)C(c1ccccc1)N1CCN(c2ccccc2)CC1 (configuration not stated),-2.2
CCOc1c(CNCCN2CCOCC2)cccc1OC,-0.2
O=C(/C=C/c1ccc(Cl)cc1Cl)Nc1ccc(CN2CCOCC2)cc1,-4.5
Cn1c(=O)[nH]c(=O)c2c1nc(NCc1ccco1)n2CCCc1ccccc1,-0.2
COc1ccc(CCN2CC(C(=O)O)CC2=O)cc1 (configuration not stated),0.6
Cc1cc(C)cc(SCc2noc(C(=O)NCc3ccccc3)c2C(=O)NCc2ccccc2)c1,-1.3
CCOC(=O)N1CCN(C(=O)CCn2c(=O)[nH]c3ccsc3c2=O)CC1,-2.2
Cc1nn(-c2ccccc2)c(N)c1C1(O)C(=O)N(C(C)C)c2ccccc21 (configuration not stated),0.3
COCCNC(=S)N1CCN(c2nc(-c3ccc(F)cc3)cs2)CC1,-1.5
COc1ccc([C@H]2N[C@]3(CCCN(Cc4cccn4C)C3=O)[C@H]3C(=O)N(C)C(=O)[C@@H]23)cc1,-0.4
Cc1cc(C)nc(NS(=O)(=O)c2ccc(NC(=S)NC(=O)C(C)(C)C)cc2)n1,-0.7
COc1cc(C(C[N+](=O)[O-])c2c(C)[nH]c3ccccc23)cc(OC)c1OC (configuration not stated),3.4

# Retrieved one by one from above, seven records:
SMILES,TTR transcr act
COc1ccc([C@H]2N[C@]3(CCCN(Cc4cccn4C)C3=O)[C@H]3C(=O)N(C)C(=O)[C@@H]23)cc1,-0.4
CCOC(=O)N1CCN(C(=O)CCn2c(=O)[nH]c3ccsc3c2=O)CC1,-2.2
Cn1c(=O)[nH]c(=O)c2c1nc(NCc1ccco1)n2CCCc1ccccc1,-0.2
COCCNC(=S)N1CCN(c2nc(-c3ccc(F)cc3)cs2)CC1,-1.5
COc1cc(C(C[N+](=O)[O-])c2c(C)[nH]c3ccccc23)cc(OC)c1OC (configuration not stated),3.4
CCOC(=O)C(C(=O)OCC)C(c1ccccc1)N1CCN(c2ccccc2)CC1 (configuration not stated),-2.2
CCOc1c(CNCCN2CCOCC2)cccc1OC,-0.2

# Later entries
SMILES,TTR transcr act
Cc1ccc2c(c1)-n1c(nc3cc(F)ccc3c1=O)C(Cc1ccccc1)NC2=O (configuration not stated),-2.4
C/C(=N\NC(N)=O)c1cc(Cl)cc(Cl)c1O,1.6
N#CCSc1n[nH]c2nc3c(c(=O)n12)C1(CCCC1)Cc1ccccc1-3,-3.6
O=C1CCCc2c1nc(-c1ccc(F)cc1)n2O,8.6
O=C(c1ccccc1)N1CCN(C(=O)c2ccccc2)C1c1ccccc1,0.9
CCOC(=O)c1cnc2c(C(=O)OC)cccc2c1NCc1cccnc1,1.0
CN(Cc1ccccc1)S(=O)(=O)c1ccc(Cl)c(C(=O)NCCCN2CCCC2=O)c1,1.6
CC(C)N1CCc2c(sc(NC(=O)c3ccc(S(=O)(=O)N(C)CC4CCCO4)cc3)c2C(N)=O)C1 (configuration not stated),-2.2
CCN(CC)C(=O)CSc1nnc(-c2ccc(F)cc2)n1N,-0.2
CC1(c2ccco2)NC(=O)NC1=O (configuration not stated),-4.0
COc1ccc(-c2nc(SCC(=O)N(CC(C)C)c3c(N)n(Cc4ccccc4)c(=O)[nH]c3=O)n[nH]2)cc1,5.4
Cc1ccc(CCNC(=O)C2CCC(CNc3c(N4CCC(C)CC4)c(=O)c3=O)CC2)cc1 (configuration not stated),23*
O=C(Nc1ccccc1C(=O)N1CCCCCC1)c1cccc([N+](=O)[O-])c1,1.4
COc1ccc(Cc2c(O)nc(SCC(=O)N3CCOCC3)[nH]c2=O)cc1,0.2
NC(=O)COc1ccc2cc(-c3ccc(F)cc3)c(=O)oc2c1,1.4
C/C(CC(=O)Nc1cccc2c1CCCC2)=N\NC(=O)Cc1ccccc1,1.7
C/C(=N/NC(=O)c1ccc(Br)o1)c1cccc(NC(=O)c2ccc(C)o2)c1,0.5
COc1cc(NC(=O)c2ccccc2)c(OC)cc1NC(=O)CN1CCCCC1,-0.3
Cc1ccc(-c2csc3nnc(SCC(=O)Nc4nsc(-c5ccccc5)n4)n23)cc1,-0.7
COC(=O)[C@]12C[C@H](CC(=O)NCc3cccs3)C(=O)N(CCC3=CCCCC3)C1=C[C@H](C1CCCC1)O[C@@H]2C,1.7
COc1ccc(S(=O)(=O)Nc2ccc3c(c2)OCO3)cc1OC,17*
Fc1cccc(Cn2ccc3ccc(-c4ccc5ccn(Cc6cccc(F)c6)c5c4)cc32)c1,0.8
CCn1ccc(C(=O)Nc2c(C)nn(Cc3c(F)c(F)c(F)c(F)c3F)c2C)n1,2.3
CCOC(=O)N1CCN(C(=O)COC(=O)Cc2ccc(OC)cc2)CC1,-2.6
COc1ccc(C(=O)Nc2ccnn2C2CCN(Cc3ccc4nonc4c3)CC2)cc1,-1.6
COc1ccc(S(=O)(=O)N(C)CC(=O)NC2CCCC2)cc1Cl,-0.2
Cc1ccc(NC(=S)N(CCN(C)C)Cc2cccs2)cc1,1.1
Cc1cc(NC(=O)CSc2ccc3ccccc3c2)no1,-0.3
Nc1nnc(SCCCC(=O)c2ccc(Br)cc2)s1,-2.7
CC(=O)Cc1nsc(NC(=O)c2ccc(COc3ccccc3)o2)n1,-2.0

# 4 compounds out of the list above, ordered by their value in TTR transcr act, high to low:
SMILES,TTR transcr act
O=C(Nc1cccc(Cl)c1)Nc1ccc2c(c1)C(=O)OC2,2.1
COCCNC(=S)N1CCN(c2nc(-c3ccc(F)cc3)cs2)CC1,-1.5
O=C(Nc1ccc2oc(=O)ccc2c1)c1cc2ccccc2o1,-2.1
CCn1c(SCC(=O)NCCc2ccc(Cl)cc2)nnc1-c1cccs1,-2.3

# A portion of the library. The share of hits here may be higher or lower than overall.
